Screening data: PubChem, several laboratories
ANO1 block = inhibitors of mouse TMEM16A calcium-activated chloride channel; HEK293 TMEM16A/YFP iodide influx fluorescence, ionomycin; Q8BHY3; normalized B-score (activity score, 25-100; higher = stronger inhibition) at 10 µM; 310,000 compounds, 1.2% hits;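 active = ratio plate-corrected score three or more library SD toward inhibition, starting fluorescence score within five deviations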;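 also: score derived from kinetic fluorescence span divided by baseline fluorescence per well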
TRPC4 act = activators of mouse TRPC4 channel; Q9QUQ5; HEK293 TRPC4beta/mu-opioid, Fluo4 calcium fluorescence; stronger effect = higher value; B-score at 10 µM; 310,000 compounds, 0.49% hits;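 active = B-score above 5 SD of library B-scores, and initial fluorescence ratio not above library mean plus 5 SD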;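 also: positive B-score marks a calcium rise read as TRPC4 activation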
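Assay system: HEK293 cells stably co-expressing mouse TRPC4beta and mu-opioid receptor / Timing: Fluo4 dye loading 45 min at room temperature, 110 s recording / Signal: Fluo4 calcium-sensitive dye fluorescence, kinetic, 1 Hz baseline / Read-out: integrated baseline-normalised fluorescence ratio, converted to per-well B score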
DYRK1A inh = Dyrk1A (rat) kinase inhibition; ADP-Glo luminescence, NFATc1 peptide; 310,000 compounds, 0.43% hits; inhibition, % at 12.5 µM; in the data active = inhibition above about 50%;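 also: plate controls were vehicle with enzyme for no effect and no enzyme for full effect; many of its hits are not listed in these tables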
KCNQ1 pot = potentiates or activates the human KCNQ1 potassium channel; AID 2648; CHO-K1 KCNQ1, thallium flux FluxOR fluorescence; stronger effect = higher value; P51787; B-score at 10 µM; 310,000 compounds, 0.35% hits;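 active = fluorescence ratio B-score, a plate-corrected score, at least three library SD, with initial intensity B-score within 5 SD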
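Assay system: stable KCNQ1 CHO-K1 line; medium: assay buffer, equal DMSO in all wells; timing: 90 min dye loading and 20 min compound exposure, both at room temperature; technique: kinetic FluxOR thallium fluorescence, 10-s 1-Hz baseline, 110-s post-stimulus read; read-out basis: B score of baseline-normalized fluorescence ratio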
KCNK3 block = human KCNK3 channel inhibition, primary screen; CHO-KCNK3 thallium flux, FluxOR fluorescence; stronger effect = lower value; O14649; B-score at 10 µM; 340,000 compounds, 0.84% hits;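 active = B-score under library mean minus 4 SD, starting fluorescence ratio at most library mean plus 5 SD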;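 also: more negative B-score means stronger inhibition of thallium flux through KCNK3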
KCNK9 block = blocks the human KCNK9 two-pore domain potassium channel. 310,000 compounds, 1.2% hits. HEK293 KCNK9, FluxOR thallium flux fluorescence; stronger effect = lower value. Q9NPC2. B-score at 10 µM;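 active = ratio B-score over 3 SD below the library mean, with starting fluorescence within 5 SD of its mean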;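 also: negative B-score means less thallium flux so channel inhibition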
KCNQ1 inh = blocks the human KCNQ1 potassium channel; CHO-K1 KCNQ1, FluxOR thallium flux fluorescence; stronger effect = higher value; AID 2642; B-score at 10 µM; P51787; 310,000 compounds, 1.3% hits;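 active = compounds whose thallium flux B-score, printed positive for inhibition, exceeds three library SD while starting fluorescence stays within three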;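 also: channel opened by potassium depolarization with thallium stimulus after 20 min compound exposure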
TRPC4 potent = allosterically enhances the mouse TRPC4 cation channel | Q9QUQ5 | HEK293 TRPC4beta/mu-opioid, DAMGO EC20, Fluo-4 Ca2+ flux; stronger effect = higher value | B-score at 10 µM | 310,000 compounds, 0.42% hits;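 active = B-score of calcium response area above 5 SD of library B-scores, with initial fluorescence ratio within 5 SD of library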;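 also: B-score of integrated fluorescence ratio over time as area under calcium response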
HDAC3 inhib = blocks human histone deacetylase 3. inhibition, % at 8.3 µM. AID 2718. O15379. recombinant HDAC3, fluorogenic peptide/trypsin coupled, fluorescence. 320,000 compounds, 0.15% hits; in the data active = inhibition above about 26%, passing the limit was not always enough
ANO1 activ = activators or potentiators of mouse TMEM16A chloride channel; Q8BHY3; HEK293 TMEM16A/YFP-H148Q/I152L, iodide quench fluorescence; stronger effect = lower value; B-score at 10 µM; 340,000 compounds, 0.3% hits; AID 623877;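 active = fluorescence-ratio B-score plate-corrected deviation score at least 3 library SD below zero, with starting fluorescence score within 5 deviations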;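 also: channel opened by trigger with iodide after compound preincubation; score built on the fluorescence ratio of max minus min over baseline; more negative score means more quench and so TMEM16A activation or potentiation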
hERG rescue = hERG (human) protection from proarrhythmic block; CHO-hERG, FluxOR thallium flux, dofetilide IC70 present; Q12809; 310,000 compounds, 0.51% hits; activation (rescue from dofetilide block), less the hit threshold, % at 10 µM;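 active = activation above the mean of controls blocked by dofetilide plus 5 SD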;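 also: thallium influx through hERG after potassium depolarization seen as dye fluorescence rise; in these data hits start at about 4.7%; inactives centre near -7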
Target sequence (Q12809 whole entry, looked up): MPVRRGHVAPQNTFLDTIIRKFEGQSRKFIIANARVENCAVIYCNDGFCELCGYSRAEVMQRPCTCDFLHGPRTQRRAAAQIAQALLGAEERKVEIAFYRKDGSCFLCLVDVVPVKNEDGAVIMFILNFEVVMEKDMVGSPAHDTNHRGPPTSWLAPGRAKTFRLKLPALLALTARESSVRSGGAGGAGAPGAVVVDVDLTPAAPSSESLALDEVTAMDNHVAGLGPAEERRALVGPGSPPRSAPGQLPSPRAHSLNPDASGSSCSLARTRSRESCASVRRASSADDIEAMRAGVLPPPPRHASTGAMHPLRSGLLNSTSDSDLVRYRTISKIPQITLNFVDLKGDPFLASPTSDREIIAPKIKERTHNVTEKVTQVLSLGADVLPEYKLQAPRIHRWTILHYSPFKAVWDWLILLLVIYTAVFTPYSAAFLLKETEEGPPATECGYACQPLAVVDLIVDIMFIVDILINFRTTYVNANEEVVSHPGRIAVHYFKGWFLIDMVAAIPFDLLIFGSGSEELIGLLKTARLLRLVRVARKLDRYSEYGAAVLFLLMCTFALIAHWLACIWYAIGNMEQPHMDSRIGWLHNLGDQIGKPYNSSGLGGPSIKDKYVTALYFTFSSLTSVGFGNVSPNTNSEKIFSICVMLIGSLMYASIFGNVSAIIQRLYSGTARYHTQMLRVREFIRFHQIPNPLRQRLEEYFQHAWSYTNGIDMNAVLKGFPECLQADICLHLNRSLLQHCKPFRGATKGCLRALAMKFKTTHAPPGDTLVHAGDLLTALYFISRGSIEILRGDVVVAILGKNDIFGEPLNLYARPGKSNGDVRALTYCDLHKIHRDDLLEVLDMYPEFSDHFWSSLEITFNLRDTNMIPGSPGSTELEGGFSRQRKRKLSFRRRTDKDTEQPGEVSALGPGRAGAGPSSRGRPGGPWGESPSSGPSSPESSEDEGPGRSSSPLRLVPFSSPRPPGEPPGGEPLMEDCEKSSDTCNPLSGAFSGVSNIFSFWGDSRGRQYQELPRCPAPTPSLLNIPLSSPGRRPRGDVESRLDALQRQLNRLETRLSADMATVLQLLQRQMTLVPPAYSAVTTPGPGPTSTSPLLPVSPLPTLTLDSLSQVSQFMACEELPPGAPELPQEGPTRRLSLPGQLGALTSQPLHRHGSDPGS
Starred values were filed as active, the others as inactive; i = inactive; . = not tested or not shown.

SMILES | ANO1 block | TRPC4 act | DYRK1A inh | KCNQ1 pot | KCNK3 block | KCNK9 block | KCNQ1 inh | TRPC4 potent | HDAC3 inhib | ANO1 activ | hERG rescue
CCOC(=O)C(C)N1C(=O)S/C(=C/c2cc(C)n(-c3ccncc3)c2C)C1=O (centres undefined) | i | i | -8.1 | i | i | i | i | i | 3.4 | i | -11.7
COc1ccc(C(=O)N/C(=C\c2cccc([N+](=O)[O-])c2)C(=O)Nc2cccc(C(=O)O)c2)cc1 | i | i | -3.0 | i | i | i | i | i | 3.7 | i | -9.2
[O-]/C(=C(\C(=S)Nc1cccc2ccccc12)[n+]1ccccc1)c1ccc2c(c1)OCCO2 | i | i | 5.5 | i | i | i | i | i | 0.1 | i | -8.8
Fc1ccc(COc2ccc3ccccc3c2CNc2nn[nH]n2)cc1 | i | i | . | i | i | i | i | i | 1.0 | i | -16.3
CCC(C)[C@H]1CN=C(N)N1CCc1cccc2ccccc12 (some centres undefined) | i | i | -0.7 | i | i | i | i | i | 1.3 | i | -20.1
Cc1ccc(N(CC(=O)N2CCCC2)S(C)(=O)=O)c(C)c1 | i | i | -2.0 | i | i | i | i | i | 1.2 | i | 0.8
CCCCOC(=O)Nc1nnc(SCCOc2ccc(C)cc2)s1 | i | i | -7.0 | i | i | i | i | i | -2.0 | i | -12.7
Cc1c(CN2CCN(CC(C)C)C(CCO)C2)[nH]c2ccc(Cl)cc12 (centres undefined) | i | i | -4.1 | i | i | i | i | i | 1.0 | i | -2.5
COC(=O)c1ccc(S(=O)(=O)N2C3CCC2CC(NC(=O)NC2CCCCC2)C3)cc1 (centres undefined) | i | i | 5.0 | i | i | i | i | i | 3.3 | i | -8.5
CN(C)CCNC(=O)C(=O)c1c(-c2ccccc2)cc2ccccn12 | i | i | -2.1 | i | i | i | i | i | -5.7 | i | -10.4
c1ccc(Cn2nnnc2C(c2cccs2)N2CCc3ccccc3C2)cc1 (centres undefined) | i | i | -4.0 | i | i | -11.7* | i | i | -3.7 | i | -9.7
CSCCC(NC(=O)COc1ccccc1)C(=O)N1CCN(C(C)=O)CC1 (centres undefined) | i | i | 1.0 | i | i | i | i | i | -1.3 | i | -5.9
NS(=O)(=O)c1ccc(SCc2ccccc2)nc1 | i | i | 4.0 | i | i | i | i | i | -6.6 | i | -4.9
C#CCNC(=O)C1=C[C@@H](c2ccc3c(c2)OCO3)C[C@@H](OCCCCO)O1 | i | i | -1.0 | i | i | i | i | i | -9.5 | i | -6.5
CN(Cc1ccc(F)cc1)Cc1nc(-c2cnccn2)no1 | i | i | 2.2 | i | i | i | i | i | 12.7 | i | -10.7
CCSc1nnc2ccc(-c3ccc(C)cc3)nn12 | i | i | 0.0 | i | i | i | i | i | -1.2 | i | -3.0
CN(C)C(=S)N=Nc1[nH]c2ccccc2c1O | i | i | . | i | . | i | i | i | 6.7 | . | -17.8
CC[C@@]12C(=O)N(c3ccccc3)C(=O)N1[C@H](c1ccc(OC)cc1)[C@@H]1C(=O)N(C(C)(C)C)C(=O)[C@@H]12 | i | i | -2.7 | i | i | i | i | i | 2.1 | i | -8.4
O=C(CSc1ccc2nnc(-c3ccccn3)n2n1)Nc1nccs1 | i | i | 0.8 | i | i | i | i | i | 9.3 | i | -7.6
O=C(c1ccc(CNc2c(N3CCCC3)c(=O)c2=O)cc1)N1CC=C(c2ccccc2)CC1 | i | i | 17.3 | i | i | i | i | i | 1.3 | i | -16.9
O=C(/C=C/c1ccncc1)c1ccc2c(c1)OCCO2 | i | i | 2.2 | i | i | i | i | i | 7.0 | i | -22.4
CC1(C)CC(=O)C(C=NCc2cccnc2)=C(O)C1 | i | i | 7.9 | i | i | i | i | i | 4.8 | i | -5.7
O=C(c1ccccc1)N1CCC(CC2CC(c3cccc(Br)c3)=NO2)(C(=O)NCC2CCCCC2)CC1 (centres undefined) | i | i | 5.2 | i | i | i | i | i | -3.2 | i | -17.7
CN(Cc1ccccc1)C(=O)COC(=O)/C=C/c1ccco1 | i | i | -10.7 | i | i | i | i | i | -2.6 | i | -12.5
CC#CC(=O)NCC1(N(C)Cc2ccccc2)Cc2ccccc2C1 | i | i | 9.6 | i | i | i | i | i | 9.4 | i | -3.9

Later entries.
SMILES | ANO1 block | TRPC4 act | DYRK1A inh | KCNQ1 pot | KCNK3 block | KCNK9 block | KCNQ1 inh | TRPC4 potent | HDAC3 inhib | ANO1 activ | hERG rescue
Cc1cccc(/C=N/NC(=O)c2c(-c3ccccc3)noc2C)c1O | i | i | 5.9 | i | i | i | i | i | 0.5 | i | -12.8
Nc1nc(O)c(CC(=O)O)s1 | i | i | 0.9 | i | i | i | i | i | -4.0 | i | -5.1
COc1ccc(CN2CCNC(=O)C2CC(=O)NCc2cn3ccc(C)cc3n2)c(OC)c1 (centres undefined) | i | i | -1.3 | i | i | i | i | i | -3.8 | i | -3.8
CCCCCCc1ccc(N2C[C@H](CCCCC)[C@@H](CC(=O)NCc3ccc(OC)cc3)C2=O)cc1 | i | i | 0.0 | i | i | i | i | i | 2.6 | i | -2.4
COc1ccc(NC(=O)CSCC(=O)Nc2cc(Cl)ccc2N2CCCC2)cc1 | i | i | -5.7 | i | i | i | i | i | 4.4 | i | -16.8
CN(C)CCCNC(=O)C(=O)NCC1OCCN1S(=O)(=O)c1cccs1 (centres undefined) | i | i | 5.2 | i | i | i | i | i | 4.0 | i | -4.0
Cc1ccccc1NC(=O)c1ccc2c(c1)C(=O)N(CCC(C)C)C2=O | i | i | -4.9 | i | i | i | i | i | -4.9 | i | -4.2
O=c1cc(O)c2c(=O)n(C3CCCCC3)c3ccccc3c2o1 | i | i | 2.1 | i | i | i | i | i | 2.6 | i | -13.8
CCOC(=O)C1CCN(C(=O)c2sc3nc(C)nc(N4CCC(C)CC4)c3c2C)CC1 | i | i | -6.2 | i | i | i | i | i | 7.3 | i | -19.9
COCCCN=C1NN=C(c2cc(C)n(-c3ccccc3)c2C)CS1 | i | i | 0.5 | i | i | i | i | i | 10.8 | i | -9.3
O=C(Nc1ccn(Cc2c(F)c(F)cc(F)c2F)n1)c1ccc(COc2ccc(Cl)cc2Cl)o1 | i | i | 0.8 | i | i | i | i | i | 1.6 | i | -9.6
CCOC(=O)C(CCCOc1cccc(OC)c1)C(=O)OCC | i | i | 1.8 | i | i | i | i | i | 11.6 | i | -10.7
COc1ccc(Cn2c(S(=O)(=O)CC(N)=O)nc3ccccc32)cc1[N+](=O)[O-] | i | i | . | i | . | i | i | i | 18.3 | . | -10.1
Cn1c(SCC(=O)NCc2ccc3c(c2)OCO3)nc2scc(-c3cccs3)c2c1=O | i | i | 5.2 | i | i | i | i | i | 3.6 | i | -11.4
CCOC(=O)C1CCN(S(=O)(=O)Cc2ccccc2)CC1 | i | i | -7.8 | i | i | i | i | i | -3.6 | i | -3.5
Cc1cccc(N(Cc2cc3ccccc3[nH]c2=O)S(C)(=O)=O)c1 | i | i | 1.0 | i | i | i | i | i | 5.2 | i | -10.1
Cc1ccc(NC(=O)COc2ccccc2CNC(C)(C)CC(C)(C)C)cc1 | i | i | . | i | i | i | 8* | i | -12.0 | i | -19.2
Cc1ccc(Nc2cc(C)c3c(O)cccc3n2)cc1C | i | i | 39.2 | i | i | i | i | i | -13.3 | i | -16.0
COc1cc(/C=C2\SC(=O)NC2=O)ccc1Oc1ccc([N+](=O)[O-])cc1[N+](=O)[O-] | i | i | 77.2* | i | i | i | i | i | 2.8 | i | -8.7
COc1ccc(NC(=O)C(NC(C)=O)C(=O)NCc2ccccc2Cl)cc1 (centres undefined) | i | i | 5.6 | i | i | i | i | i | 5.5 | i | -2.5
O=c1cc(O)c(-c2ccc(Cl)cc2)c(Cl)[nH]1 | i | i | 0.8 | i | i | i | i | i | 1.5 | i | -15.1
O=C1c2cc(F)ccc2OC2(CCNCC2)C12CC(c1ccccc1)=NO2 (centres undefined) | i | i | 3.1 | i | i | i | i | i | -1.1 | i | -9.2
O=C(CSCc1c(Cl)cccc1Cl)NCc1ccco1 | i | i | 0.8 | i | i | i | i | i | 0.0 | i | -6.8
O=C(NCCc1ccccn1)c1cccnc1Oc1ccc(Cl)cc1 | i | i | -3.6 | i | i | i | i | i | -3.8 | i | -11.8
CCC(C)NC(=O)C1(O)c2cc(Br)ccc2NC(=O)N1c1cccc(OC)c1 (centres undefined) | i | i | -2.4 | i | i | i | i | i | 12.0 | i | -5.9

Following part
SMILES | ANO1 block | TRPC4 act | DYRK1A inh | KCNQ1 pot | KCNK3 block | KCNK9 block | KCNQ1 inh | TRPC4 potent | HDAC3 inhib | ANO1 activ | hERG rescue
COC(=O)c1cccc(S(=O)(=O)N2CCC(C)CC2)c1 | i | i | 10.4 | i | i | i | i | i | 11.7 | i | -4.5
Cn1c(SCC(=O)NCC2CCCO2)nnc1-c1ccc(S(=O)(=O)N2CCCC2)cc1 (centres undefined) | i | i | -1.5 | i | i | i | i | i | -4.9 | i | 2.5
Nc1ccc(Sc2ccc([N+](=O)[O-])cc2)cc1 | i | i | -2.0 | i | i | i | i | i | 1.8 | i | -13.1
N/C(=N\OC(=O)c1ccccc1)c1ccn[nH]1 | i | i | 2.9 | i | i | i | i | i | 0.4 | i | -12.3
COc1cc(OC)cc(-c2ncc3ccccn23)c1 | 100* | i | 5.2 | i | i | i | i | i | -7.0 | i | -12.6
Cc1cc(C)c(C(=O)N(CCN(C)C)CC2CCCN(Cc3ccccc3F)C2)o1 (centres undefined) | i | i | -2.9 | i | i | i | i | i | 2.4 | i | -3.3
N#C/C(=C\c1ccc(O)cc1)c1nc2ccccc2o1 | i | i | 1.6 | i | -11.1* | i | i | i | 10.6 | i | -18.2
Cc1ccsc1C(=O)N1CCCC(N2CCN(c3cccc(Cl)c3)CC2)C1 (centres undefined) | i | i | 1.0 | i | i | i | i | i | . | i | -9.2
COc1ccc(OCCCC(=O)Nc2nc(C)c(C(C)=O)s2)cc1 | i | i | . | i | i | i | i | i | -4.5 | i | -13.2

One compound at a time, as listed above. Order of screens: ANO1 block, TRPC4 act, DYRK1A inh, KCNQ1 pot, KCNK3 block, KCNK9 block, KCNQ1 inh, TRPC4 potent, HDAC3 inhib, ANO1 activ, hERG rescue
Nc1ccc(Sc2ccc([N+](=O)[O-])cc2)cc1 is listed with i, i, -2.0, i, i, i, i, i, 1.8, i, -13.1
N#C/C(=C\c1ccc(O)cc1)c1nc2ccccc2o1 is listed with i, i, 1.6, i, -11.1*, i, i, i, 10.6, i, -18.2
Cn1c(SCC(=O)NCC2CCCO2)nnc1-c1ccc(S(=O)(=O)N2CCCC2)cc1 (centres undefined) is listed with i, i, -1.5, i, i, i, i, i, -4.9, i, 2.5

The list is partial; rates above refer to the full screens.
